# SR-BI DiI inh: blocks mouse SR-BI lipid uptake from DiI-HDL | ldlA[mSR-BI] CHO cells, DiI-HDL uptake fluorescence, 3 h | Q61009 | 0.96% of 320,000 active | inhibition, % at 12.5 µM;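 active = mean replicate inhibition of at least 70% and a set share of replicates each scoring 70 or more; inconclusive = meets just one of the two criteria; inactive = fails both criteria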;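 note: 0% = median of neutral control wells and 100% = median of positive control wells; values of inactives mirror those of a sister screen read the other way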
# Target sequence (Q61009 whole entry, looked up): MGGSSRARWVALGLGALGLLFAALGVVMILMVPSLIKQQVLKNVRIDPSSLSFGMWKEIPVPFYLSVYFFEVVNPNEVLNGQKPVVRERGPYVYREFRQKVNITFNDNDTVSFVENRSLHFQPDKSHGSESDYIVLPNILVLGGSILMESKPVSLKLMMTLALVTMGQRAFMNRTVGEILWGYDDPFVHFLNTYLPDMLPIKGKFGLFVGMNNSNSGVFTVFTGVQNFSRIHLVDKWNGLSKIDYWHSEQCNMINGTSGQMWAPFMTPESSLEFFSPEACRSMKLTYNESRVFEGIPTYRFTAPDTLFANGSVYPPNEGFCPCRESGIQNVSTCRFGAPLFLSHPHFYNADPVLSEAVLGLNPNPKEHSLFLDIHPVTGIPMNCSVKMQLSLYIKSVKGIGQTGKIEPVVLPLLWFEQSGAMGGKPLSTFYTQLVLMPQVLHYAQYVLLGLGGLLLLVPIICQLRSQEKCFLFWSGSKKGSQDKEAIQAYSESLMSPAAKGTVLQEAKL
# SR-BI DiI-HDL act: activators of SR-BI mediated HDL lipid uptake | 0.096% of 320,000 active | activation, % at 12.5 µM | CHO ldlA[mSR-BI] cells, DiI-HDL uptake fluorescence, 3 h; 100 = double the neutral-control signal;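 active = mean replicate activation of at least 60% and every replicate at or above 60%; inconclusive = mean or all-replicate condition met, but not both; inactive = mean below 60% and not all replicates reaching 60%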;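 note: 0% = median plate neutral-control signal and 100% = twice that signal; values of inactives mirror those of a sister screen read the other way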
#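 Material: SR-BI-overexpressing, LDLR-lacking CHO cells | Dosing: Single compound concentration, delivered by pin transfer | Probe or stimulus: Labelled HDL, 10 µg/mL | Signal: Bottom-read cell fluorescence after medium removal, ex 550/em 595 nm | Schedule: 3 h, 37 °C | Evaluation: HDL uptake via cellular fluorescence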
# PKA-R1A activ: PKA-R1A complex activation; activation, % at 11.4 µM; AID 504707; PKA-R1A dissociation, Cy5-IP20 fluorescence polarization; scaled: DMSO 0%, 113 µM cGMP 100%; 0.083% of 340,000 active;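 active = percent activation above the mean of all tested compounds plus 3 SD, cut at about 19% in these data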;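 note: higher means more PKAc released from R1A so a rise in polarization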
# Pemphigus Ab inh: human desmoglein-3 autoantibody binding inhibition; P32926; DSG3-coupled beads, scFv-anti-DSG3-GFP binding, flow cytometry; hits give low values; binding (percent of control), % at 10 µM; 0.48% of 310,000 active; AID 588358;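 active = binding more than 3 SD below its plate's average and above zero; inconclusive = below that plate limit but binding exactly zero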;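 note: hits lower antibody fragment binding to DSG3; some compounds called inactive have numbers as strong as hits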
# PKA-R2B activ: activators of human PKA-R2B complex; P22694+P31323; PKA-R2B holoenzyme dissociation, Cy5-IP20 fluorescence polarization; R2B truncated from residue 108, S112A mutant; 0% DMSO only, 100% 113 µM cGMP; activation, % at 11.4 µM; 0.079% of 340,000 active; AID 504700;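 active = activation above a cutoff set at the mean over all compounds plus 3 SD, cut at about 18% in these data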;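 note: higher means more holoenzyme dissociation and a rise in polarization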
# CDK5 p35 inh: CDK5/p35 (human) kinase inhibition. Q00535+Q15078. Recombinant CDK5/p35, ADP-Glo luminescence, 60 min. inhibition, % at 10 µM. 0.01% of 330,000 active;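 active = highest replicate inhibition of at least 50% and at least 75% of replicates reaching 50%; inconclusive = only one of the two criteria met; inactive = both criteria failed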;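 note: plate controls were DMSO neutral control for no effect and GW8510 at 10 µM for full effect; many of its hits are not listed in these tables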
# dFosB act: enhances mouse delta FosB homodimer DNA binding. 0.99% of 340,000 active. activation, % at 25 µM. P13346. purified delta FosB, TAMRA-CDK5 oligo fluorescence polarization; percent of positive-control signal above neutral wells;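 active = mean activation above about 17%, with every replicate also reaching it, limit read from the data, passing the limit was not always enough; inconclusive = only one of the two conditions met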;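 note: fluorescence polarization rise as delta FosB binds a TAMRA Cdk5 AP-1 oligo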
# Target sequence (P13346 whole entry, looked up): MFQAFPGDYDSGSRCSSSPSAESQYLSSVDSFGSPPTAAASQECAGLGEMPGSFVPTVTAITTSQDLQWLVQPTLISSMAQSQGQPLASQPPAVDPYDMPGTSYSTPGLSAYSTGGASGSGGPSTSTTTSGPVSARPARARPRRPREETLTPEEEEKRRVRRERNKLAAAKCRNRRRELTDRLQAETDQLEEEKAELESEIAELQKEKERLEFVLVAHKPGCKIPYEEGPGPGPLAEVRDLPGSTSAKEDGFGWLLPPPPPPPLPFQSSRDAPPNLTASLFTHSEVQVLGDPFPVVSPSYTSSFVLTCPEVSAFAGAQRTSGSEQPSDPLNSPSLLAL
# NSD2 HMT inh: inhibitors of human histone methyltransferase NSD2. O96028. NSD2 peptide methylation, AlphaScreen, 120 min. inhibition, % at 12.5 µM. 0.54% of 310,000 active. AID 743445; in the data active = inhibition above about 50%
# Arrestin-AP2 inh: human beta-arrestin and AP2 interaction inhibition; FITC-arrestin peptide / GST-AP2 beads, flow cytometry; AP2 beta2 appendage carries R879A mutation; inhibition, % at 10 µM; 0.31% of 340,000 active;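 active = inhibition above a set limit, near 3 SD of compounds lacking own fluorescence, cut at about 54% in these data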;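 note: plate controls were DMSO wells for no effect and 5 µM unlabelled arrestin peptide for full effect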
#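 Material – AP2 appendage R879A on GSH beads · Buffer or medium – PBS with 0.05% Tween 20 and 0.1% BSA · Probe or stimulus – fluorescein-tagged arrestin peptide at 50 nM final · Incubation – compound with beads 12 min RT, then probe 1 h RT · Detection – high-throughput flow cytometry of beads, ex 488, em 535 nm · Evaluation – percent response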
# MITF act: MITF TRPM1 promoter activation in melanoma cells | SK-MEL-5 TRPM1-promoter luciferase, 24 h; % of positive control, neutral wells = 0 | activation, % at 12.5 µM | 0.75% of 300,000 active | AID 588334;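 active = mean activation of at least 80% with every replicate also reaching 80%; inconclusive = mean reaches 80% but some replicate falls short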;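 note: 0% = neutral control wells and 100% = parthenolide positive control wells; values of inactives mirror those of a sister screen read the other way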
# SUMO Mot1 rescue: blocks SUMOylation pathway, rescuing yeast Mot1-301 growth; growth rescue, % at 18.8 µM; S. cerevisiae Mot1-301 growth rescue, ATP luminescence, 38.5C; percent above DMSO median, 100 means doubled; 1% of 320,000 active;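 active = every valid replicate shows activation above 250% relative to neutral control wells; inactive = the rest, any valid replicate at or below 250%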;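 note: OY570 slx delta 5 strain wells were the positive control but not used for scaling; some compounds called inactive have numbers as strong as hits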
# Starred values were filed as active, the others as inactive; ? = inconclusive; nt = not tested or not shown. Not a hit list; 4.7% or so of the library scored in one or more.
mol,SR-BI DiI inh,SR-BI DiI-HDL act,PKA-R1A activ,Pemphigus Ab inh,PKA-R2B activ,CDK5 p35 inh,dFosB act,NSD2 HMT inh,Arrestin-AP2 inh,MITF act,SUMO Mot1 rescue
Cc1cc2c3c([nH]c2cc1S(=O)(=O)N1CCC2(CC1)OCCO2)CC(C)(C)CC3=O,4,-4,-3,nt,-8,1.1,-9,-1,-1,4,5
COc1ccc(C=NNc2ccc(S(=O)(=O)Nc3ccccc3C(=O)O)cc2[N+](=O)[O-])c(OC)c1,-11,11,0,nt,-8,0.7,-19,5,-2,-12,-4
Cc1ccccc1OCC(=O)Nc1ccc2c(c1)Cc1ccccc1-2,-14,14,-10,95,0,3.1,-4,-6,8,2,-7
C/C(=C/C=N/Nc1nc(N2CCCCC2)nc(N2CCCCC2)n1)c1ccccc1,-20,20,5,nt,2,-1.9,-10,-3,1,nt,854
O=C(CSc1ccc(F)cc1)NC(=O)NCc1ccccc1,-190,?,-6,93,-2,-0.6,3,-4,3,2,9
c1ccc(-c2csc(N3CCCCCC3)n2)cc1,18,-18,0,105,2,-3.5,-8,-1,1,55,13
O=C(O)CNC(=S)N(Cc1ccccc1Cl)C1CCCC1,-13,13,2,101,-6,0.7,11,-2,-5,-6,nt
Cc1ccc2nc(NC(=O)C3CCCN(S(=O)(=O)c4cnc[nH]4)C3)sc2c1 (centres undefined),19,-19,-2,109,-5,-1.8,-10,nt,-2,31,-11
Cc1ccc(N(CN2C(=O)C3C4CCC(C4)C3C2=O)C(=O)c2ccco2)cc1 (centres undefined),-16,16,2,108,-2,1.3,-3,13,-6,-9,-9
Cc1ccccc1NC(=O)Cn1nc(-c2ccccc2)nc1-c1ccccc1,5,-5,-3,-17*,-7,5.1,3,-1,4,-7,8
CCN(CC(=O)NCc1ccc(Cl)cc1)C(=O)/C=C/c1cc(OC)c(OC)c(OC)c1,53,-53,4,108,-2,-0.7,-2,3,4,-5,-1
Nc1c(S(=O)(=O)c2cccs2)c2nc3ccccc3nc2n1Cc1ccccc1,-19,19,-2,104,-2,2.1,4,4,30,7,1
CCOc1ccc(N(CC(=O)NCc2ccccc2)C(=O)Cn2nnc(-c3ccc(C)o3)n2)cc1,nt,nt,1,95,-5,-0.5,-8,-1,-2,-4,-9
CCc1noc(C)c1C(=O)Nc1cc(Cl)ccc1N1CCOCC1,35,-35,-6,nt,-13,-1.1,-1,-3,-6,8,-5
CCCn1c(SCC(=O)Nc2ccccc2N2CCCCC2)nc2c1c(=O)n(C)c(=O)n2C,7,-7,-1,89,-9,0.3,-10,nt,2,7,14
O=C(CSc1nc(C(F)(F)F)cc(=O)[nH]1)Nc1ccc2c(c1)OCCO2,6,-6,-5,96,-2,2.4,-4,-2,15,-1,6
CCCC(=O)NNc1cc(=O)c2c(=O)n(C)c(=O)n(C)c2[nH]1,-14,14,-2,100,0,0.4,3,0,-10,6,-2
CCOC(=O)C1(Cc2ccccc2)CCN(Cc2csc(C(C)=O)c2)CC1,-10,10,-10,103,-11,-2.2,-4,1,-12,7,460
CCCOc1ccc(C(=O)NNC(=S)NC(=O)c2cc(-c3ccc(Cl)cc3)nc3ccccc23)cc1,54,-54,-2,87,-9,0.3,-10,-3,-5,nt,-20
COc1ccc(Br)c(C(=O)Nc2cccc(S(=O)(=O)N3CCOCC3)c2)c1,47,-47,-10,nt,-21,-1.3,-3,-3,-6,-11,8
CCN(CC(=O)Nc1c(F)cccc1F)C(=O)Cc1csc(-c2ccc(OC)c(OC)c2)n1,12,-12,4,106,11,1.2,1,0,8,5,189
CCOC(=O)C1=C(C)N(c2ccccc2)C(=O)/C1=C\c1cccs1,-13,13,-2,102,2,-2.1,-12,3,4,3,-14
O=S(=O)(NCCCc1ccccc1)c1ccc(Cl)cc1,-32,32,-7,120,-3,0.1,-1,-2,20,-2,1
COc1ccc(C2C([N+](=O)[O-])=C(C)N(C)C(=O)N2C)cc1OC (centres undefined),-5,5,-6,99,-1,0.2,2,2,-2,3,10
O=C(CSc1ncn[nH]1)N/N=C/c1ccc(F)cc1,-18,18,-6,104,1,-1.0,-3,1,4,1,-15
CN(C(=O)c1ccno1)c1nnc(-c2cccnc2)s1,-2,2,-8,104,2,-2.2,-8,0,1,9,4
CCC(Oc1ccc(F)cc1)C(=O)N1CCCCCCC1 (centres undefined),-20,20,6,115,-11,-0.6,-6,-3,16,nt,-8
Cc1ccc(-c2csc(C3=C(O)CN(NC(=O)c4ccco4)C3=N)n2)cc1,nt,nt,-3,93,-1,-3.0,-12,-6,-5,4,375*
OCCNc1nc(Nc2ccccc2C(F)(F)F)nc(N2CCCC2)n1,32,-32,7,100,-6,0.4,4,nt,33,-1,-15
COc1cc2c(cc1NC(=O)c1cncc(Br)c1)oc1ccccc12,65,-65,-10,88,5,0.6,-2,-1,0,nt,248
Cc1c(C#N)c(NC(=O)CCl)n(Cc2ccc(F)cc2)c1C,-28,28,-1,104,2,1.5,-4,1,0,-65,-2
COc1ccc(C(=O)CC(=O)C(=O)NCCc2cccc(C)c2)cc1,7,-7,6,98,-7,-3.2,-2,0,2,-7,5
COc1cccc(C(=O)OCC(=O)NC2CCCc3ccccc32)c1O (centres undefined),-18,18,-3,102,-1,-3.6,3,14,-6,-5,nt
COc1ccc(C)cc1NC(=O)c1sc2ncn(CC(=O)N3CCCCC3)c(=O)c2c1C,-7,7,8,nt,2,0.7,-6,25,4,-1,9
CS(=O)(=O)N(CCc1ccccc1)CC(=O)N1CCN(c2ccccc2F)CC1,nt,nt,0,110,-17,-0.4,-3,-2,0,-3,15
O=C(Oc1ccccc1N1CCOCC1)c1sccc1Br,6,-6,1,nt,6,0.3,-4,1,-5,nt,-14
COc1cc(NC(=S)NC(=O)c2ccc(F)cc2)ccc1NC(=O)c1ccco1,48,-48,-8,94,10,0.8,-2,nt,6,12,0
Cc1nc(Nc2cccc(F)c2)c2oc3ccccc3c2n1,51,-51,1,94,0,-1.1,-23,0,6,10,-2
CN(C)S(=O)(=O)c1cccc(NC(=O)C2Cc3ccccc3CN2C(=O)c2ccco2)c1 (centres undefined),21,-21,8,nt,-21,1.9,-10,4,6,-4,-7
CCOCC(O)CS(=O)Cc1ccccc1 (centres undefined),-22,22,-9,103,-3,1.7,2,-2,6,18,-23
O=C(N/N=C/c1c(O)ccc2ccccc12)c1ccc(CO)nc1,43,-43,-10,101,2,0.8,13,-2,18,nt,-26
COc1cc(C(=O)NC2CCN(CC(=O)NC3CCCCC3C)CC2)cc(OC)c1OC (centres undefined),nt,nt,-4,nt,18*,1.1,-4,2,5,-5,-15
CCc1nnc(NC(=O)CCS(=O)(=O)c2ccc(C)cc2)s1,-12,12,-3,105,0,-0.3,6,-7,28,9,-9
CN(C)c1ccc(NC(=O)CSc2nc3ccccc3c(=O)n2C2CCCCC2)cc1,10,-10,7,97,2,1.4,-21,0,4,nt,380
Nc1nncn1C(=O)c1ccc(Cl)cc1Cl,-19,19,-9,100,-2,0.1,2,-3,17,-2,-15
O=C(NCCC1=CCCCC1)C1CCN(Cc2cnn(-c3ccccc3)c2-n2cccc2)CC1,46,-46,8,100,2,-2.0,-15,5,-6,11,0
Cc1ccc(N=C2NC(=O)/C(=C/C=C/c3ccco3)S2)cc1,-6,6,6,119,9,-1.5,-4,0,-5,18,12
CC12CCC(C(=O)Nc3cccc(Cl)c3Cl)([C@H](Br)C1=O)C2(C)C (some centres undefined),9,-9,-4,nt,-9,4.3,-3,-2,29,nt,-5
O=C(Nc1cccnc1)c1ccccc1Cl,-2,2,-5,107,0,-0.2,-7,-1,15,-2,-18
CN1CCc2c(sc(N)c2C(=O)O)C1,-13,13,3,100,2,-1.5,5,20,31,-3,288
CCN(CC)S(=O)(=O)c1cc(C(=O)OCC(=O)Nc2c(F)cccc2F)ccc1F,-20,20,5,105,1,-0.2,-5,-2,-8,-1,20
O=C1c2ccccc2C(=O)c2c1cccc2N1CCCC1,44,-44,-6,99,-6,2.7,-1,43,41,25,22
CCCCOc1ccc(C(=O)C(CN2CCOCC2)c2ccccc2)cc1 (centres undefined),-12,12,-1,108,-13,-0.7,-5,8,0,-31,106
COc1ccccc1C(=O)Nc1c[nH]c(=O)[nH]c1=O,-2,2,3,107,-21,0.1,-11,-1,-9,0,184
Cc1ccc(NC(=O)CN(c2ccccc2)S(=O)(=O)N(C)C)cc1C,8,-8,10,111,5,0.0,-11,1,18,-15,-12
O=c1onc(-c2c(F)cccc2F)n1-c1ccccc1Cl,-5,5,0,95,-3,-0.4,3,-2,6,-4,-1
CC(OC(=O)CN1C(=O)C2CC=CCC2C1=O)C(=O)Nc1ccc(F)cc1Cl (centres undefined),12,-12,9,104,1,-0.2,3,-2,47,-6,-13
CC(C)(C)C1CCC2(CC1)NC(CO)(CO)CO2 (centres undefined),-20,20,-7,104,7,1.1,0,-4,18,2,66
Cn1c(COc2ccc3ccccc3c2)nnc1SCC(=O)OC1CCCCC1,6,-6,-18,102,-15,6.4,-1,-3,0,-1,1
O=C(CCNC(=O)c1ccccc1)NCc1ccccc1F,-6,6,1,nt,8,0.9,-16,-1,16,26,4

# Additional compounds.
mol,SR-BI DiI inh,SR-BI DiI-HDL act,PKA-R1A activ,Pemphigus Ab inh,PKA-R2B activ,CDK5 p35 inh,dFosB act,NSD2 HMT inh,Arrestin-AP2 inh,MITF act,SUMO Mot1 rescue
COc1cccc(NC(=O)NC2CCN(CC(=O)Nc3ccccc3[N+](=O)[O-])CC2)c1,nt,nt,-8,nt,-10,0.9,-5,4,26,-27,5
COc1ccc(-c2noc(CCC(=O)NCCN3CCN(c4ccccc4F)CC3)n2)cc1,25,-25,-1,100,1,-0.2,-3,3,-3,0,-12
COC(=O)c1nn(-c2cccc(C)c2)c2nnc(Cc3ccc(C)cc3)c(=O)n12,-1,1,-3,117,-4,0.3,-4,1,3,2,-13
CSc1nc(C)cc(C)c1S(=O)(=O)c1ccccc1C,13,-13,-8,104,8,-0.2,2,-5,0,nt,721
O=C1c2ccccc2C(O)N1Cc1ccc2c(c1)OCO2 (centres undefined),-21,21,-2,84,-12,0.6,-2,nt,13,nt,145
